Source: PubChem
CHT inh: inhibitors of human choline transporter CHT | CHT-expressing cells, membrane potential dye, choline response; stronger effect = lower value | B-score at 10 µM | hit rate 0.86% among 310,000 | AID 488975;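 active = B-score over 3 SD under the library average, and starting fluorescence ratio not unusually high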;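 note: choline stimulus applied at its EC90 after an EC20 pre-addition; B-score computed on integrated fluorescence ratio after choline addition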
Target sequence (Q9GZV3 whole entry, looked up): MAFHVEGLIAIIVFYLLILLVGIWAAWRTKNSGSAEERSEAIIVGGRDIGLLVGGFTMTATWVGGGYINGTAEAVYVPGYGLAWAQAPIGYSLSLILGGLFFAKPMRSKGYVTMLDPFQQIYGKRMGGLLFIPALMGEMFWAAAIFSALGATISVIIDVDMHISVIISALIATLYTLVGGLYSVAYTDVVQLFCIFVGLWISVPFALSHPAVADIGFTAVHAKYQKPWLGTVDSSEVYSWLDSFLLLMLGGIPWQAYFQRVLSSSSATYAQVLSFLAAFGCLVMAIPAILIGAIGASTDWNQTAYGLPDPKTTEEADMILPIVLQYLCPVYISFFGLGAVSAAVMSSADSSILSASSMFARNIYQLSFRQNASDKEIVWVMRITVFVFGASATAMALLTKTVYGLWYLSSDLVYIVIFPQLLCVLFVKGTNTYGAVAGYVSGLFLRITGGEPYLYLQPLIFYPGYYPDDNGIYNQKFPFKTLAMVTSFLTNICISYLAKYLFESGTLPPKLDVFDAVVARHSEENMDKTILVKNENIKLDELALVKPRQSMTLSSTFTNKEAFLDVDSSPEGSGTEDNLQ
Kir21 block: inhibitors of mouse Kir2.1 inward-rectifier potassium channel; P35561; HEK293-Kir2.1, FluxOR thallium flux fluorescence; stronger effect = lower value; B-score at 10 µM; hit rate 0.85% among 310,000; AID 1672;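 active = fluorescence ratio B-score at or below minus 3 SD of library scores, with starting-brightness B-score within 2 SD, cut at about -4.2 in these data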;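 note: channel flux triggered by added potassium and thallium sulfate stimulus; B-score of peak minus minimum fluorescence over baseline after thallium stimulus; more negative B-score means stronger Kir2.1 block with less thallium influx; some compounds called inactive have numbers as strong as hits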
Target sequence (P35561 whole entry, looked up): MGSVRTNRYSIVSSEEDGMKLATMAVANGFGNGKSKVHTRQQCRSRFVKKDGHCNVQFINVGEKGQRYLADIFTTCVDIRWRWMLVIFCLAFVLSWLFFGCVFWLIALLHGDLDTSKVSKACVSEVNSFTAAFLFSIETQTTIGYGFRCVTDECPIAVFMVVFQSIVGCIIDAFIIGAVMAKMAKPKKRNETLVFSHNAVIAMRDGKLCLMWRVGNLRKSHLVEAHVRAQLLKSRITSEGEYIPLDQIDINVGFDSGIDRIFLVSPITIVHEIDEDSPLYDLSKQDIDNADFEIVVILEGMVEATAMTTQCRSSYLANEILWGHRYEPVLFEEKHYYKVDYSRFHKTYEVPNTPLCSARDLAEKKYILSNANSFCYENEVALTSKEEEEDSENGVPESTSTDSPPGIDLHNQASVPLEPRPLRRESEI
* hit, by the source's call; i = inactive; . = no result given.

CHT inh | Kir21 block | Compound
i | -0.13 | CN1CCN(c2ccc(NC(=O)c3ccc4c(c3)[nH]c(=O)n4Cc3ccc(F)cc3)cc2)CC1
i | 1.44 | COCCSc1nnc(NC(=O)C2CCCO2)s1 (stereo unspecified)
i | 0.05 | O=C(c1ccc([N+](=O)[O-])cc1)N1CCN(C(=O)c2cccnc2)CC1
i | -0.61 | S=c1nc(-c2ccccc2)[nH]c2ccc(Br)cc12
i | -0.16 | CC1(C)Cc2c(sc(NC(=O)c3ccccc3)c2C(=O)O)CO1
i | 1.24 | CC(C)OCC(O)CN1CCC(Cc2ccccc2)CC1 (stereo unspecified)
i | . | Cc1cccc(NC(=O)c2cc(NC(=O)c3ccco3)ccc2Cl)n1
i | -0.19 | COc1ccc(S(=O)(=O)c2c(O)c3ccc(C(=O)Nc4ccccc4Cl)cc3[nH]c2=O)cc1
i | -0.61 | COc1cc(C(=O)Nc2nc(C)cc(C)n2)cc(OC)c1OC
i | 0.99 | c1ccc2c(c1)CN1CCCC1=N2
i | 0.46 | CCCN1CCN(C(=O)c2ccc(CS(=O)c3ccc(Cl)cc3)o2)CC1 (stereo unspecified)
i | 0.17 | CC(C)n1c(-c2ccco2)csc1=Nc1cccnc1
i | -2.82 | Cc1ccc(S(=O)(=O)NCc2n[nH]c(=S)n2C)cc1
i | -0.1 | C[C@@]12CC(=O)NC1N(C(=O)c1cccc(C(F)(F)F)c1)C(c1ccccc1O)C2 (stereo partly specified)
i | -0.02 | CCSc1nnc(-c2cccnc2)n1-c1ccc(Cl)c(C)c1
i | -0.2 | Cc1cc(C)nc(SCC(=O)N/N=C/c2cccc([N+](=O)[O-])c2)n1
i | 0.1 | Cc1cc(SCC(=O)c2cccs2)n2nc(C)c(-c3ccc(Cl)cc3)c2n1
i | -0.48 | Cc1ccc(-n2c(O)c(C=Nc3cc(C)on3)c3ccccc3c2=O)c(C)c1
i | 0.61 | O=C(O)c1ccc(N2CCCCC2)cc1O
i | 1.37 | O=C(CSCc1ccccc1)N/N=C/c1ccccc1OCc1ccccc1
i | -0.77 | CC(=O)c1ccccc1OCC(O)CNC1CCCC1 (stereo unspecified)
i | 2.31 | CC(=O)c1cccc(NC(=S)NC(=O)CC(C)C)c1
i | 0.62 | COC(=O)C1=C(N)N(c2ccc(F)cc2)C2=C(C(=O)CCC2)C1c1ccc2c(c1)OCO2 (stereo unspecified)
i | 0.31 | CCCC1Cc2c(sc(NC(=S)NC(=O)c3ccccc3)c2C#N)CO1 (stereo unspecified)
i | -2.96 | N[C@@H](C(=O)N[C@@H]1C(=O)N2C(C(=O)O)=C(Cl)CS[C@H]12)c1ccccc1

Next compounds follow.
CHT inh | Kir21 block | Compound
i | -1.43 | N#C/C(=C/c1ccc(O)cc1)C(=O)NCc1ccc(Cl)cc1
i | -1.88 | Cc1cc(F)ccc1N1CCC(N2CCN(C(C)C)C(CCO)C2)CC1 (stereo unspecified)
i | -0.41 | OC(C#CCN1CCCC1)(c1ccccc1)c1cccnc1 (stereo unspecified)
i | 0.16 | CCOc1ccc(OCC(=O)Nc2ccc(OC)cc2[N+](=O)[O-])cc1
i | 2.07 | CC1(C)CN(c2ccc(N3CC(C)(C)C3=O)cc2)C1=O
i | -2.15 | O=C(NCc1ccc(Cl)cc1)C1CCN(S(=O)(=O)c2cc([N+](=O)[O-])ccc2Cl)CC1
i | -0.52 | CC(=O)C1=C(C)NC(=O)NC1c1ccccc1OCC(=O)NCCc1ccccc1 (stereo unspecified)
i | 0.4 | CCOC(=O)c1cc2c(ccn2C)n1CC(=O)N(Cc1ccccc1)c1ccccc1
i | -0.62 | CN(c1cccc(NC(=O)Cc2ccccc2)c1)S(C)(=O)=O
i | -0.7 | Fc1ccc2nc(N3CCCCC3)sc2c1
i | 1 | CCn1c(=O)c(C)nn2c3ccccc3nc12
i | 1.72 | O=C(c1ccc(-c2cccc(C(F)(F)F)c2)o1)N1CCCC(C(F)(F)F)C1 (stereo unspecified)
i | 2.58 | O=C(Nc1nc2c(s1)C(=O)CCC2)c1ccccc1
i | -0.02 | O=[N+]([O-])c1ccccc1/C=N/N1CCN(c2ccccn2)CC1
i | -0.32 | Cc1cc(C)c(S(=O)(=O)N2CCCC(C(=O)NCc3ccncc3)C2)c(C)c1 (stereo unspecified)
i | 0.03 | CCN(CC)CCCNC(=O)c1cc2c(=O)n(C)c3ccccc3c2n1C
i | -1.69 | COc1cc(NC(=O)c2cc3sccc3n2C)cc(OC)c1
i | 1.29 | O=C(O)C1C2C=CC3(CN(Cc4ccco4)C(=O)C13)O2 (stereo unspecified)
i | 0.51 | O=C(NCc1ccccc1Cl)C1CCC(=O)N(CCCN2CCCC2=O)C1 (stereo unspecified)
i | -0.58 | COc1cc(C)ccc1OCCOCCOc1ccc([N+](=O)[O-])cc1
i | -0.04 | O=C(O)CSc1nc(-c2cccs2)cc(C(F)(F)F)n1
i | 0.93 | CN(C)CCn1ccc(O)c(Cc2ccc(Cl)cc2)c1=O
i | 0.03 | O=C(CCNC(=O)C1CCN(S(=O)(=O)c2ccccc2)CC1)NCCc1cccc(F)c1
i | 3.34 | COc1ccc(/C=C/C(=O)N[C@H](C(=O)O)C(C)C)cc1
i | -0.11 | O=C(Cc1ccccc1)N/N=C/c1cc2c(cc1Cl)OCO2

Next part; it opens with the 5 that closed the last part.
CHT inh | Kir21 block | Compound
i | -0.04 | O=C(O)CSc1nc(-c2cccs2)cc(C(F)(F)F)n1
i | 0.93 | CN(C)CCn1ccc(O)c(Cc2ccc(Cl)cc2)c1=O
i | 0.03 | O=C(CCNC(=O)C1CCN(S(=O)(=O)c2ccccc2)CC1)NCCc1cccc(F)c1
i | 3.34 | COc1ccc(/C=C/C(=O)N[C@H](C(=O)O)C(C)C)cc1
i | -0.11 | O=C(Cc1ccccc1)N/N=C/c1cc2c(cc1Cl)OCO2
i | 1.38 | O=C1CCCC(O)=C1C=NCc1ccccc1
i | -2.49 | O=C(c1ccccc1)N1CCN(c2ccc([N+](=O)[O-])c(NCc3cccnc3)c2)CC1
i | -11.3* | OC(CNCCc1ccccc1)COc1ccc(OCC(O)CNCCc2ccccc2)cc1 (stereo unspecified)
i | 0.59 | Cc1ccc2c(c1)N(CC(=O)c1cccc(Cl)c1)C(=O)C(C)O2 (stereo unspecified)
i | -1.02 | COc1ccc(-c2cc(C(F)(F)F)nc(NCc3cccs3)n2)cc1
i | 1.02 | Cc1cc(OCC(=O)N(C(C)C)C(C)C)ccc1Cl
i | -3.15 | O=C(NNS(=O)(=O)c1ccccc1)C(O)(c1ccccc1)c1ccccc1
i | 1.43 | COCC(C)N=C1NN=C(c2ccc(NC(C)=O)cc2)CS1 (stereo unspecified)
i | 0.28 | CN(CC(=O)NCc1ccc(F)cc1)CC(=O)Nc1ccc(Cl)c(C(F)(F)F)c1
i | -1.54 | COc1ccc(C2CC(=O)NC3=C2C(=O)CCC3)cc1Cl (stereo unspecified)
i | -0.19 | COc1cccc(C(=O)NNC(=O)c2sccc2-n2cccc2)c1
i | 1.35 | O=C(NNc1nc2ccccc2nc1C(F)(F)F)c1ccccc1
i | 0.3 | CC(Oc1ccc(Cl)cc1Cl)C(=O)NN=C1CCN(C)CC1 (stereo unspecified)
i | 0.98 | O=C(NCCCN1CCOCC1)C1CCN(S(=O)(=O)c2c(Cl)cccc2Cl)CC1
i | 1.24 | C=C(C)CNC(=S)N/N=C/c1ccc(NC(C)=O)cc1
i | 1.42 | COc1ccc(C2=CC(c3ccc(OC)c(OC)c3)n3nnnc3N2)c(OC)c1 (stereo unspecified)
i | 1.99 | CCCOC(=O)c1cccc(Nc2nc(-c3cccnc3)nc3ccccc23)c1
i | -0.81 | COc1ccc(OC)c(C2C(C#N)=C(N)Oc3cc(C)[nH]c(=O)c32)c1 (stereo unspecified)
i | -0.69 | CCc1ccc2nc(N(CCCN(C)C)C(=O)c3ccc(C(=O)c4ccccc4)cc3)sc2c1
i | 0.27 | COC(=O)c1cc(C(=O)NCCN2C(=O)S/C(=C\c3cccs3)C2=O)cc([N+](=O)[O-])c1
i | 0 | O=C(CCN1CCN(c2ccccc2)CC1)Nc1ccccc1
i | -0.14 | COc1ccc(CC(=O)Nc2ccc(-c3cn4ccccc4n3)cc2)cc1
i | 1.36 | O=C(CN1CCN(c2ccccc2)CC1)Nc1ccc(F)cc1
i | 0.2 | O=C(O)CC1(CC(=O)N2CCC(C(=O)O)CC2)CCCC1
i | -1.66 | Cc1cccc(NC(=O)c2ccc(N(C)C3CCCCC3)c([N+](=O)[O-])c2)n1

Reformatted with each value named: part of the list above.
CCc1ccc2nc(N(CCCN(C)C)C(=O)c3ccc(C(=O)c4ccccc4)cc3)sc2c1
  CHT inh: i	Kir21 block: -0.69

OC(CNCCc1ccccc1)COc1ccc(OCC(O)CNCCc2ccccc2)cc1 (stereo unspecified)
  CHT inh: i	Kir21 block: -11.3*

Continuation:
CHT inh | Kir21 block | Compound
i | -0.07 | OC(Cn1cncn1)(c1ccccc1)c1ccccc1
i | -0.76 | Oc1ccccc1CNCCCN1CCOCC1
i | 0.08 | O=C(CCC(=O)c1cccs1)Nc1ccc(F)c(F)c1F
i | 1.21 | COc1ccc(CCN2CC(C#N)=C3c4cc(OC)c(OC)cc4CCN3C2)cc1OC
i | -1.01 | C=CCn1c(COc2ccc(F)cc2)nnc1SCC(=O)NC(=O)NCc1ccco1
i | 0.81 | COCCn1c(-c2ccc(Br)cc2)csc1=Nc1cccnc1
i | -0.66 | CCOC(=O)c1nn(-c2ccc(C)cc2)c(=O)c2c(N)scc12
i | 1.79 | Cn1c(SCc2ccccc2)nnc1-c1ccncc1
i | -1.42 | CCCCn1c(=O)cc(C)n(-c2ccccc2)c1=O
i | -0.81 | COc1ccc(S(=O)(=O)NCC(=O)N(Cc2ccco2)C(C(=O)NC(C)(C)C)C(C)C)cc1 (stereo unspecified)
i | -9.24 | COc1ccc(-n2c(O)c(/C=N/NS(=O)(=O)c3cc(C)ccc3C)c3ccccc3c2=O)cc1OC
i | -0.04 | O=C1COc2ccc(C(=O)c3ccccc3)cc2CN1
i | 1.76 | CCCC(=O)Nc1ccccc1N1CCN(C(=O)C(C)C)CC1
i | 1.39 | Cc1ccc(NC(=O)N2CCC(c3nc4c(nnn4Cc4c(F)cccc4Cl)c(=O)[nH]3)CC2)cc1
i | 1.32 | Cc1ccc(Cl)cc1NC(=O)COc1ccccc1
i | -1.03 | COc1ccc(-n2nnc3c(SCC(=O)N4CCCc5ccccc54)ncnc32)cc1
i | 1.08 | CCOc1ccccc1-c1nc(CN(Cc2cnn(C)c2)C(C)C)c(C)o1
i | 0.55 | CCOC(=O)C1CCN(C(=O)c2cccnc2)CC1
i | 1.25 | O=C(CSc1nnc2ccccn12)NCCc1ccc(Cl)cc1
i | 0.26 | CCCCC(C(=O)NC(=O)NCc1ccccc1)N1C(=O)c2ccccc2C1=O (stereo unspecified)
i | 0.57 | Cc1ccc2ncnc(Oc3ncccc3NC(=O)C(C)(C)C)c2c1
i | . | Cc1[nH]c2ccccc2c1/C=N/Nc1ccc(F)cc1F
i | 0.34 | CCN(CC)S(=O)(=O)c1ccc(N/N=C(\C)c2ccc3c(c2)OCO3)c([N+](=O)[O-])c1
i | 0.4 | CC(NC(=O)C1CCN(C(=O)Nc2ccccc2)CC1)c1ccccc1 (stereo unspecified)
i | 0 | CC1CCCC(NC(=O)Cn2cc3c(n2)CCCCC3)C1C (stereo unspecified)

Following part:
CHT inh | Kir21 block | Compound
i | -1.52 | O=c1[nH]c2cc(NCCO)c([N+](=O)[O-])cc2[nH]1
i | -0.46 | O=C(C1=C[C@H](c2coc3ccccc3c2=O)C[C@H](OCc2ccc(CO)cc2)O1)N1CCN(Cc2ccc3c(c2)OCO3)CC1
i | 1.06 | Cc1ccc(S(=O)(=O)n2cccc2C)cc1
i | 1.36 | CCCCn1c(SCC(=O)NC2CC2)nc2ccccc2c1=O
i | . | C#CCOCCOCCOCCNc1nc(N2CCN(C(=O)CCCCCCCCCCNC(=O)[C@@H](CCSC)n3cc(CCO)nn3)CC2)nc(N2CCN(C(=O)CCCCCCCCCCNC(=O)[C@H](CCSC)n3cc(CCO)nn3)CC2)n1
i | 0.97 | O=C(C1=C[C@@H](c2ccc(C(F)(F)F)cc2)C[C@@H](OCc2ccc(CO)cc2)O1)N1CCN(Cc2ccccc2)CC1
i | -2.51 | NC(=O)c1ccsc1NC(=O)COC(=O)Cc1n[nH]c(=O)c2ccccc12
i | 1.03 | Cc1cc(/C(N)=N/OC(=O)c2ccccc2Cl)no1
i | 0.24 | CCCn1cc(S(=O)(=O)CC(=O)N2CCc3ccccc32)c2ccccc21
i | 2.44 | O=C1CCN(Cc2ccc([N+](=O)[O-])cc2)CCN1[C@H](CO)Cc1ccccc1
i | 0.19 | COc1ccc(C(=O)N2CCN(Cc3cc(OC)c(O)c(OC)c3)CC2)cc1OC
i | -0.03 | Cc1c(C(=O)O)sc(=S)n1-c1ccccc1
i | -1.03 | COc1cc(NC(=O)COC(=O)/C=C/c2ccc(O)c(OC)c2)cc(OC)c1
i | 1.42 | COCCCNC(=O)c1ccc(CN2CCc3ccccc3C2)cc1
i | 1.71 | O=C(O)c1ccc(N2CCS(=O)(=O)CC2)cc1
i | 0.89 | O=C(Cn1nnc(-c2ccccc2Cl)n1)NCc1ccc2c(c1)OCO2
i | 0.46 | COC(=O)c1ccc2c(=O)n(CCCCCC(=O)NC(C)C)c(=O)[nH]c2c1
i | -3.48 | COC(=O)c1c(C)oc(C)c1S(=O)(=O)NCc1cccs1
i | -0.01 | Cc1cccc(NC(=O)CNC(=O)CNC(=O)Cc2ccccc2)c1
i | -0.63 | Cc1ccccc1C(=O)Nc1ccc(C(=O)N/N=C/c2ccccn2)cc1

Two entries from above, as a markdown table.
| compound | CHT inh | Kir21 block |
| --- | --- | --- |
| OC(CNCCc1ccccc1)COc1ccc(OCC(O)CNCCc2ccccc2)cc1 (stereo unspecified) | i | -11.3* |
| COc1cc(C)ccc1OCCOCCOc1ccc([N+](=O)[O-])cc1 | i | -0.58 |
